EPAC2 antag: antagonists of human EPAC2; EPAC2 GEF exchange of Rap1B-BODIPY-GDP, fluorescence; AID 720708; Potency, µM (doses to about 114 µM), for inactives: at the highest dose activity, negative = inhibition, most hits filed as inhibitors; Q8WZA2; 360,000 tested, 0.18% active; note: % is set by controls: 0 for no effect and ±100 for the full control effect; nearly all actives have a fitted effect of over 45% in size; many of its hits are not listed in these tables
EPAC1 antag: EPAC1 (human) antagonism. O95398. EPAC1 GEF assay, Rap1b-BODIPY-GDP exchange fluorescence. Potency, µM (doses to about 115 µM), for the others: top-dose activity change, negative = inhibition, hits mostly inhibitors. 360,000 tested, 0.14% active;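 note: plate controls were vehicle for no effect and positive control for full effect; nearly all actives have a fitted effect of over 50% in size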
Target sequence (O95398 whole entry, looked up): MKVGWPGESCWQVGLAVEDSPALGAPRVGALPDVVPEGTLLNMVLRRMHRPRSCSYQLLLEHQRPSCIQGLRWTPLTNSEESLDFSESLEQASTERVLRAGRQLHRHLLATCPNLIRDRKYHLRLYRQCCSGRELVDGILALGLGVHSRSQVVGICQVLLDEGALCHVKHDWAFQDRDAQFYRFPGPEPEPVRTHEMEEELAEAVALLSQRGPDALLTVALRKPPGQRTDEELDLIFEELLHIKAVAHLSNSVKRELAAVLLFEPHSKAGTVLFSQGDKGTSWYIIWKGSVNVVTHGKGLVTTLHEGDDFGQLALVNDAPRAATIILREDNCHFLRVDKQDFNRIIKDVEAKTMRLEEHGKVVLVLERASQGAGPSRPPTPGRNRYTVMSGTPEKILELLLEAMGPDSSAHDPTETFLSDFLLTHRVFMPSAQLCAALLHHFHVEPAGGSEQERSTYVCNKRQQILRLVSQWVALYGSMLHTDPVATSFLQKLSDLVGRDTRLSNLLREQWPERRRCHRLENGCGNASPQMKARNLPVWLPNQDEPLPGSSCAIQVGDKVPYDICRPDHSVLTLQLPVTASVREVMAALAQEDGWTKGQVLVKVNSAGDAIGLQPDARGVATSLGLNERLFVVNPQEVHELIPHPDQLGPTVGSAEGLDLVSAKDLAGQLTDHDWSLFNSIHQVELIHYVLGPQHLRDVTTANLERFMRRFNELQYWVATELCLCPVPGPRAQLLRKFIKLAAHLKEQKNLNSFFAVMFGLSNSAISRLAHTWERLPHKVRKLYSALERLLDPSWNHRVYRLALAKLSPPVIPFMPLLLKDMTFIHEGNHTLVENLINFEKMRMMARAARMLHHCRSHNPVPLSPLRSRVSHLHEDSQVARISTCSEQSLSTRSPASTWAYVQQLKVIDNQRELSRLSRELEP
TDP43 rescue: inhibitors of TDP-43 toxicity in yeast; TDP-43 expressing yeast growth rescue, BacTiter-Glo, 24 h; 410,000 tested, 1.8% active; Potency, µM (titrated, usually from 46.1 µM), for the others: at the top dose growth rescue (activation), usual class: activators; note: % of control where 0% means no effect; nearly all actives have a fitted effect of over 50% in size
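In this qHTS, compounds that restore growth of yeast expressing TDP-43 appear as activators. Cells (OD600=0.02, galactose medium, raffinose-pregrown) are incubated with compound 24 hr at 30 deg C and growth is quantified by BacTiter-Glo.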
EPAC1 agonist: agonists of human EPAC1; 360,000 tested, 0.073% active; O95398; EPAC1 agonist qHTS, biochemical assay; response scale: 100% = response to 6.5 mM cAMP; Potency, µM (highest dose often 154 µM), inactives show top-dose activation, usual class: activators; note: nearly all actives have a fitted effect of over 60% in size
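Multi-concentration qHTS readout: loss of Rap1B-bound BODIPY-GDP fluorescence driven by 100 nM EPAC1 with excess GDP (50 uM), monitored kinetically at room temperature; agonist response expressed relative to 6.5 mM cAMP.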
FUS suppressor: FUS proteinopathy suppression in yeast. S. cerevisiae FUS-expressing, growth rescue, OD600, 24 h. 390,000 tested, 0.24% active. AID 1347120. Potency, µM (titrated, usually from 76.6 µM), for inactives: at the top dose growth rescue (activation), usual class: activators;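 note: plate controls were DMSO vehicle for no effect and reference control for full effect; nearly all actives have a fitted effect of over 55% in size; some results filed as inactive show a strong effect at the top dose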
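Yeast expressing FUS under galactose induction, OD 0.005 in 2% galactose medium; compounds in a dilution series, 24 h at 30C. Growth rescue by absorbance at 600 nm; CP55940 positive control, DMSO negative.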
aSyn yeast inh: rescues yeast growth from alpha-synuclein toxicity. Yeast expressing alpha-synuclein, growth rescue, BacTiter-Glo, 24 h. Potency, µM (highest dose often 46.1 µM), for the others: at the top dose growth rescue (activation), usual class: activators. 370,000 tested, 0.14% active; note: % of control where 0% means no effect; nearly all actives have a fitted effect of over 65% in size
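Galactose-induced alpha-syn yeast (OD600=0.02, raffinose-pregrown) + pinned cpd, 24 hr, 30 deg C; growth by BacTiter-Glo luminescence. Growth restoration scores as activation.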
EPAC2 ag: activates human EPAC2 exchange factor; Q8WZA2; EPAC2 activation, biochemical qHTS; response scale: 100% = 6.5 mM cAMP response; Potency, µM (series often up to 154 µM), inactives show at the highest dose activation, hits mostly activators; 360,000 tested, 0.079% active; note: nearly all actives have a fitted effect of over 50% in size
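In this primary screen, activation is scored as increased exchange of BODIPY-GDP from Rap1B by 100 nM EPAC2, with 50 uM GDP as competitor. Signal is normalized to the 6.5 mM cAMP agonist control.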
PTHR1 ag: activates the human parathyroid hormone receptor PTHR1 | Potency, µM (titrated, usually from 115 µM), for inactives: top-dose activation, usual class: activators | AID 743266 | Q03431 | HEK293 GP2 PTHR1 cells, GloSensor cAMP luminescence, 1 h | 410,000 tested, 0.075% active; note: nearly all actives have a fitted effect of over 55% in size; some results filed as inactive show a strong effect at the top dose; inactives centre near -15; many of its hits are not listed in these tables
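HEK-293-derived GP2 cells expressing PTHR1 and a GloSensor cAMP reporter, 3,000/well, plated overnight, given luciferin plus IBMX (each 0.5 mM as added) for 1 h at 37 °C, then compound for 1 h at 37 °C. Luminescence was read after 15 min at room temperature.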
Numbers without * were called inactive; i = inactive; ? = inconclusive; . = not tested or not shown; [ ] = remark or other dose. Calls come from the whole dose curve; as a rule, active = well fitted curve in the direction sought with a large enough effect; inconclusive = small, poorly fitted or top-dose-only effect, or another doubt; inactive = no such curve, though single readings can be large; an effect the other way counts as inactive or inconclusive. Potency is the fitted concentration of half-maximal effect. Only part of the results is shown. The share of hits here may be higher or lower than overall.

Labels used below: A = EPAC2 antag; B = EPAC1 antag; C = TDP43 rescue; D = EPAC1 agonist; E = FUS suppressor; F = aSyn yeast inh; G = EPAC2 ag; H = PTHR1 ag
> O=C(COC(=O)c1ccc(Cl)cc1[N+](=O)[O-])NNC(=O)c1cccs1
  A: 14%; B: 10%; C: 8%; D: -2%; E: 2%; F: 7%; G: -4%; H: 12%

> O=C(NCCCn1ccnc1)c1cc(-c2ccncc2)nc2ccccc12
  A: -5%; B: -20%; C: -14%; D: 7%; E: 40%; F: -6%; G: 7%; H: i

> COC(=O)c1c(NC(=O)C(Cl)Cl)sc2c1C(C(=O)OC)CC2 (stereo not drawn)
  A: -13%; B: -18%; C: -5%; D: -4%; E: 19%; F: -10%; G: 20%; H: -36%[inhibitor]

> OC(CN1CCN(c2cccc(C(F)(F)F)c2)CC1)c1c[nH]c2ccccc12 (stereo not drawn)
  A: -22%; B: -1%; C: -7%; D: 0%; E: -2%; F: 8%; G: 10%; H: -20%[57.5 µM]

> CCCCCCCCOc1ccc(C2CC(=O)NC2=O)cc1 (stereo not drawn)
  A: -18%; B: -22%; C: ?; D: -24%; E: 40%; F: 21%; G: -21%; H: -18%

> N#Cc1ccc(C(=O)N2CCC3CC2c2cc(-c4ccccc4)ccc23)cc1 (stereo not drawn)
  A: -13%; B: -24%; C: 27%; D: 4%; E: 42%; F: 5%; G: 11%; H: i

> CC1CCc2c(sc(NS(=O)(=O)c3ccccc3)c2C(=O)OC(C)C)C1 (stereo not drawn)
  A: -11%; B: -10%; C: 24%; D: -1%; E: 16%; F: 22%; G: -10%; H: -7%

> CCCn1c(NC(=O)CCS(=O)(=O)c2ccc(C)cc2)nc2ccccc21
  A: -3%; B: 14%; C: 7%; D: 4%; E: 42%; F: 0%; G: -3%; H: i

> COc1cccc(CN2CCN(C3CCN(c4ccccc4F)CC3)CC2CCO)c1 (stereo not drawn)
  A: -29%; B: 1%; C: -2%[0.397 µM]; D: -1%; E: 26%; F: -3%; G: 5%; H: -5%

> CC(C)(C)C1CCc2onc(C(=O)NC3CCCC3)c2C1 (stereo not drawn)
  A: -13%; B: -7%; C: -28%; D: 11%; E: 18%; F: 13%; G: -2%; H: i

> CCOC(=O)C1=C(CC)NC2=C(C(=O)CCC2)C1c1ccc(OC)c(OC)c1 (stereo not drawn)
  A: 2%; B: 1%; C: 13%; D: 5%; E: 6%; F: 2%; G: -1%; H: i

> Cc1ccc(NC(=O)N2CCN(C/C=C/c3ccccc3)CC2)cc1
  A: 0%; B: -2%; C: 9%; D: 5%; E: -5%; F: -4%; G: 5%; H: -12%

> Cn1cc([N+](=O)[O-])c(C(=O)Nc2ccc(-c3nc4ccccc4o3)cc2)n1
  A: 5%; B: -7%; C: -7%; D: -6%; E: -4%; F: ?; G: 8%; H: -48%[inhibitor]

> COc1ccc(CNC(=O)c2cc(=O)c3cc(C)cc(C)c3o2)cc1
  A: 1%; B: 4%; C: 1%; D: 5%; E: 10%; F: 2%; G: 1%; H: -5%

> COc1ccc(S(=O)(=O)Cc2ccc(C(=O)NCCc3cc(OC)ccc3OC)o2)cc1
  A: 2%; B: 22%; C: -8%; D: 1%; E: 13%; F: 8%; G: 4%; H: i

> O=c1[nH]cnc2scc(-c3ccc(Br)cc3)c12
  A: 16%; B: -21%; C: -11%; D: -1%; E: 28%; F: -10%; G: 10%; H: -45%[inhibitor]

> O=C(N/N=C/c1ccc(Br)cc1)c1ccc(Br)o1
  A: -8%; B: -8%; C: 0%; D: 6%; E: .; F: -1%; G: -1%; H: -44%[inhibitor]

> O=C(O)c1ccc(/C=N/NC(=O)c2cc3ccccc3cc2O)cc1
  A: 4%; B: -6%; C: 1%; D: 1%; E: .; F: -4%; G: 0%; H: -10%

> CN(C)CCN(Cc1ccco1)C(=O)c1oc2ccccc2c1NC(=O)c1ccccc1
  A: .; B: .; C: 7%; D: .; E: 15%; F: 0%; G: .; H: -13%

> O=S(=O)(O)c1ccc(N2N=C(c3ccccc3)CC2c2ccccc2)cc1 (stereo not drawn)
  A: -6%; B: -9%; C: 15%; D: -2%; E: 8%; F: 5%; G: -7%; H: -33%[inhibitor]

> COc1ccc(-n2nc(C(=O)NCC(=O)N3CCN(C)CC3)c3ccccc3c2=O)cc1
  A: 2%; B: 1%; C: 14%; D: 5%; E: 3%; F: -4%; G: 7%; H: -3%

> Cc1sc2ncnc(-n3cnc4ccccc43)c2c1C
  A: 7%; B: 5%; C: 17%; D: 2%; E: 11%; F: 4%; G: -2%; H: 0%[57.5 µM]

> CC1=C(C(=O)OC2CCCCCCC2)C(c2ccc(O)cc2)NC(=O)N1 (stereo not drawn)
  A: -10%; B: -13%; C: 1%; D: 5%; E: 13%; F: 0%; G: 1%; H: 0%[57.5 µM]

> Cc1ccccc1Nc1nc(N)nc(CN2C(=O)NC3(CCCCC3C)C2=O)n1 (stereo not drawn)
  A: 0%; B: 15%; C: 7%; D: 2%; E: 9%; F: 2%; G: -10%; H: i

> S=C(Nc1ccccc1)NC1CCN(Cc2ccccc2)CC1
  A: 12%; B: -26%; C: 0%; D: 6%; E: 21%; F: -2%; G: 0%; H: 12%

> COc1cccc(-n2c(SCC(=O)NC3CCS(=O)(=O)C3)nc3ccccc3c2=O)c1 (stereo not drawn)
  A: 8%; B: -16%; C: -7%; D: -1%; E: 11%; F: -5%; G: 7%; H: i

> CCOc1ccccc1CNc1nc2nc3c(c(=O)n2[nH]1)CCC3
  A: 1%; B: 4%; C: 8%; D: 5%; E: ?; F: 2%; G: -15%; H: i

> CS(=O)(=O)Nc1ccccc1C(=O)Nc1ccccc1C(=O)N1CCCC1
  A: -2%; B: -27%; C: -14%; D: 4%; E: 23%; F: -6%; G: 0%; H: -19%

> CCN(C(=O)c1nn(-c2ccc(OC)cc2)c(=O)c2c1c1ccccc1n2C)c1ccc(OC)cc1
  A: 1%; B: -3%; C: -5%[0.397 µM]; D: 14%; E: 5%; F: 3%; G: 10%; H: -2%

> Cc1cc(Cl)ccc1Oc1ccccc1C(=O)CC#N
  A: ?; B: -13%; C: 29%; D: 9%; E: 28%; F: -13%; G: 7%; H: -60%[inhibitor]

> CC(c1nc2ccccc2c(=O)[nH]1)N(C)CCOc1ccc(Cl)cc1 (stereo not drawn)
  A: -13%; B: -23%; C: 7%; D: 10%; E: -10%; F: 6%; G: 18%; H: -23%

> O=C(Cn1c(=O)oc2ccccc21)Nc1ccc(Cl)cc1Cl
  A: -9%; B: -5%; C: ?; D: -9%; E: -7%; F: 8%; G: -2%; H: i

> Cc1ccc(S(=O)(=O)N2CCC(C(=O)N[C@@H](C)C(=O)NCc3ccccc3)CC2)cc1
  A: 20%; B: -4%; C: 14%; D: -10%; E: 15%; F: -3%; G: 6%; H: -6%

> COc1ccc(C2=CSC3=NCCN23)cc1F
  A: -6%; B: -12%; C: 13%; D: 7%; E: 0%; F: 5%; G: 13%; H: i

> COC/C=C/C1=CC2=CC(=O)C(C)(OC(=O)c3cnc4ccccc4n3)C(=O)C2=CN1c1ccc(OC)cc1 (stereo not drawn)
  A: 11%; B: -11%; C: -5%; D: 2%; E: 44%; F: -4%; G: 9%; H: -11%

> O=S(=O)(Nc1ccc(OC(F)F)cc1)c1ccc(-c2ccon2)s1
  A: -13%; B: -13%; C: 3%; D: -4%; E: 13%; F: 11%; G: 16%; H: -9%

> CS(=O)(=O)Nc1ccc(C2=NN(S(=O)(=O)c3ccccc3)C(c3cccs3)C2)cc1 (stereo not drawn)
  A: -2%; B: -22%; C: -4%; D: 9%; E: ?; F: -4%; G: 21%; H: -9%

> O=C1CCCCN1CCC(=O)N1CCCC(N2CCN(c3ccccc3)CC2)C1 (stereo not drawn)
  A: 4%; B: 9%; C: 9%; D: -5%; E: 14%; F: -1%; G: 4%; H: i

> CCOc1ccc(NC(=O)Nc2cc(OCC(F)(F)F)cc(OCC(F)(F)F)c2)cc1
  A: 4%; B: -8%; C: -17%[9.22 µM]; D: -12%; E: 14%; F: -5%; G: -1%; H: -25%

> C[C@@H]1CCC(=O)N(CC[C@H](Oc2ccccc2)c2ccccc2)CC1
  A: -12%; B: 2%; C: 14%; D: -15%; E: 12%; F: 4%; G: 6%; H: i

> COc1ccc(C(=S)N2CCCC2)cc1Br
  A: 9%; B: 0%; C: 11µM*; D: -2%; E: -17%; F: 11%; G: -2%; H: -1%

> CC1=NCCN1S(=O)(=O)c1c(C(C)C)cc(C(C)C)cc1C(C)C
  A: 79µM*; B: -18%; C: -12%[0.397 µM]; D: -4%; E: 17%; F: 1%; G: -4%; H: -7%

> Cc1nn(C)c(C)c1CNC(=O)c1cc2n(n1)C(C(F)(F)F)CC(c1cccs1)N2 (stereo not drawn)
  A: -1%; B: -4%; C: -7%; D: 3%; E: 8%; F: 5%; G: -13%; H: -54%[inhibitor][57.5 µM]

> Clc1ccccc1OCc1nnc(-c2ccccc2Br)o1
  A: -4%; B: 0%; C: 27%; D: 5%; E: 33%; F: -3%; G: 2%; H: -18%[57.5 µM]

> COc1ccccc1NC(=S)N(c1ccccc1)C(C)C
  A: 7%; B: 8%; C: -10%; D: 4%; E: -5%; F: 12%; G: 8%; H: -4%

> Cc1nc(COc2cc3oc(=O)cc(C)c3cc2Cl)cs1
  A: 2%; B: 10%; C: -2%; D: 9%; E: -6%; F: 0%; G: 2%; H: -4%

> c1ccc2sc(-c3ccncc3)nc2c1
  A: -2%; B: 10%; C: 2%; D: -3%; E: 0%; F: ?; G: 7%; H: -10%

Six compounds drawn at random from those above:
Labels used below: A = EPAC2 antag; B = EPAC1 antag; C = TDP43 rescue; D = EPAC1 agonist; E = FUS suppressor; F = aSyn yeast inh; G = EPAC2 ag; H = PTHR1 ag
> Cc1ccc(S(=O)(=O)N2CCC(C(=O)N[C@@H](C)C(=O)NCc3ccccc3)CC2)cc1
  A: 20%; B: -4%; C: 14%; D: -10%; E: 15%; F: -3%; G: 6%; H: -6%

> C[C@@H]1CCC(=O)N(CC[C@H](Oc2ccccc2)c2ccccc2)CC1
  A: -12%; B: 2%; C: 14%; D: -15%; E: 12%; F: 4%; G: 6%; H: i

> Cc1nc(COc2cc3oc(=O)cc(C)c3cc2Cl)cs1
  A: 2%; B: 10%; C: -2%; D: 9%; E: -6%; F: 0%; G: 2%; H: -4%

> COC/C=C/C1=CC2=CC(=O)C(C)(OC(=O)c3cnc4ccccc4n3)C(=O)C2=CN1c1ccc(OC)cc1 (stereo not drawn)
  A: 11%; B: -11%; C: -5%; D: 2%; E: 44%; F: -4%; G: 9%; H: -11%

> O=c1[nH]cnc2scc(-c3ccc(Br)cc3)c12
  A: 16%; B: -21%; C: -11%; D: -1%; E: 28%; F: -10%; G: 10%; H: -45%[inhibitor]

> O=S(=O)(Nc1ccc(OC(F)F)cc1)c1ccc(-c2ccon2)s1
  A: -13%; B: -13%; C: 3%; D: -4%; E: 13%; F: 11%; G: 16%; H: -9%
